RmlCD inh mix: inhibitors of RmlC and RmlD coupled enzymes | inhibition, % at 5.5 µM | RmlC/RmlD coupled enzyme inhibition, 384-well mixture HTS | AID 1532 | 110,000 compounds, 0.39% hits; in the data active = inhibition above about 30%, passing the limit was not always enough; inconclusive = no clear call, values can overlap the other calls; note: strong numbers were not always called active
HIV RNase H inh: inhibitors of HIV-1 reverse transcriptase RNase H. RT-RNase H RNA/DNA duplex cleavage, fluorescence. P04585. AID 565. inhibition, % at 10 µM. 65,000 compounds, 1.9% hits; in the data active = inhibition above about 50%
* = called active by the depositor; i = inactive; ? = inconclusive; · = no result given. The list is partial; the hit share may differ from the screen's.

The line under a structure holds: HIV RNase H inh	RmlCD inh mix
> O=C(CSc1nc2ccccc2o1)N1CCN(c2ccccc2)CC1
  -13.9	10.4
> O=C(CC1NC2CCCCC2NC1=O)Nc1cccc(C(F)(F)F)c1 (centres undefined)
  -3.5	-9.8
> Cc1c(NC(=O)c2cc(-c3ccccc3)on2)c(=O)n(-c2ccccc2)n1C
  -18.3	4.7
> Cc1c(C#N)c2ccccc2n1CC(=O)NCc1ccccc1
  ·	-84.0
> CCOC(=O)C1CCN(C(=O)c2oc3ccc(S(=O)(=O)N4CCCCCC4)cc3c2C)CC1
  ·	-12.6
> Cc1ccc(S(=O)(=O)NC(C(=O)OCC(=O)NC2CCS(=O)(=O)C2)C(C)C)cc1 (centres undefined)
  1.2	91.2
> Cc1c(-c2ccc(F)cc2)nc(N)c(C#N)c1-c1ccco1
  5.8	-27.1
> CC(=O)N1CC2(C)CN(C(C)=O)CC(C)(C1)C2=O
  -0.8	-4.8
> CC(C)c1nc(=S)c2ccccc2[nH]1
  22.6	3.7
> CCOc1ccc(C2CC(c3ccc(OC)c(OC)c3)n3nc(N)nc3N2)cc1 (centres undefined)
  -5.3	-16.9

(list continues)
The line under a structure holds: HIV RNase H inh	RmlCD inh mix
> O=C(CCCN1C(=O)CSc2ncccc21)N1CCN(Cc2ccccc2)CC1
  -4.2	-12.2
> CC(C)Oc1ccc(Cc2cnc(N)nc2N)cc1
  ·	-5.7
> CN1CCN(c2nc(-c3ccco3)cc(C(F)(F)F)n2)CC1
  ·	-7.2
> CCOC(=O)c1cn(CC)c2ccc(Br)cc2c1=O
  -1.8	5.1
> Cc1ccc(CC(=O)Nc2nc3ccccc3[nH]2)cc1C
  ·	3.5
> Cn1cccc1C(=O)Nc1nccs1
  -12.4	2.8
> CCOc1ccc(NC(=O)c2cnsn2)cc1
  -2.5	-10.5
> O=C(NCCOc1ccc(Cl)cc1)C1CC(=O)N(c2ccc(F)cc2)C1 (centres undefined)
  -0.6	-5.8
> CC(=O)C1=C(C)Nc2cc(C(F)(F)F)ccc2S1
  45.6	-12.0
> c1ccc(CN2CCN(c3ncnc4nc[nH]c34)CC2)cc1
  -6.6	-5.1

Going on with the list:
The line under a structure holds: HIV RNase H inh	RmlCD inh mix
> Cc1cc(=O)oc2cc(OCC(=O)OCC(=O)NCc3ccc4c(c3)OCO4)ccc12
  -2.8	36.7*
> CS(=O)(=O)n1nc(OC(=O)c2cccs2)cc1N
  ·	7.8
> O=C(CN(Cc1ccco1)C(=O)CNS(=O)(=O)c1ccccc1)NCc1ccc(F)cc1
  -6.2	5.5
> COc1ccc(CSCC(=O)N/N=C/c2ccc(OCC(=O)N3CCCCC3)cc2)cc1
  ·	8.0
> Cc1ccc2c(nc3s/c(=C/c4cccs4)c(=O)n32)c1C
  80.5*	·
> Cc1ccc(C(=O)Nc2ccc3nc(C)sc3c2)s1
  ·	17.8
> O=S(=O)(c1ccccc1)N1CCN(c2cc(-c3ccccc3)nc3ncnn23)CC1
  -1.9	15.3
> CCSC1=C(C#N)C2(CCCC2)C(C#N)=C(N)N1
  -5.7	18.6
> CC1CCN(C(=O)CSc2nnc(CN3CCOCC3)n2-c2ccccc2)CC1
  -4.8	i
> Cc1[nH]c(=O)[nH]c(=O)c1S(=O)(=O)N1CCN(c2ccccc2F)CC1
  ·	-8.4

The results go on.
The line under a structure holds: HIV RNase H inh	RmlCD inh mix
> COC(=O)c1ccccc1NC(=O)c1ccc2c(c1)C(=O)N(Cc1ccco1)C2=O
  60.9*	·
> CCO[C@@H]1OC(C(=O)N2CCN(C)CC2)=C[C@H](c2ccc(C(F)(F)F)cc2)[C@H]1CCCO
  ·	9.4
> Cc1ccc2cc(CCNC(=O)C(C)(C)C)c(=O)[nH]c2c1
  -4.3	7.1
> O=C(NC1CCCCC1)N1CCC(c2nc(-c3ccc(S(=O)(=O)N4CCCC4)cc3)no2)CC1
  6.1	5.6
> Cc1ccc2c(c1)N(CCCC(=O)NCc1cccnc1)C(=O)CO2
  -14.5	·
> COC(=O)C1=C(c2ccc(S(C)(=O)=O)cc2)C[C@@H]2CC[C@H]1N2C(=O)N1CCOCC1
  ·	6.8
> N#Cc1cc2c(nc1SCC(=O)Nc1cc(Cl)ccc1Cl)C1CCN2CC1
  ·	11.1
> CCCCOC(=O)CSc1nc(N)c(C#N)c(-c2ccc(OC)cc2)c1C#N
  0.7	1.8
> Clc1ccc(-c2ccnc(Oc3cc(Cl)ccc3Cl)n2)cc1
  ·	-1.1
> CSc1ccc2nnc(-c3cccc(F)c3)n2n1
  -30.0	13.9

Other results.
The line under a structure holds: HIV RNase H inh	RmlCD inh mix
> Cc1ccccc1Cn1nc(C)c(NC(=O)c2noc3c2CCc2ccccc2-3)c1C
  0.3	-11.9
> Cc1ccccc1Cn1cc(NC(=O)c2noc3c2CC(C(C)(C)C)CC3)cn1 (centres undefined)
  2.6	-27.4
> COC(=O)C(N)CCCCN (centres undefined)
  ·	-8.7
> O=C(COc1cc(=O)n2c(n1)SCCC2)c1ccccc1
  -22.0	-6.3
> Cc1cc(C)n2nc(SC(C)C(=O)N3CCC4(CC3)OCCO4)nc2n1 (centres undefined)
  2.5	6.2
> CCn1c(CNC(=O)c2ccccc2)nnc1SCC(=O)N1CCN(c2ccccc2)CC1
  ·	-10.9
> COC(=O)C1=C(N)Oc2cc(C)n(C)c(=O)c2C1c1ccc(Cl)cc1 (centres undefined)
  -4.2	0.3
> Cc1noc(C)c1S(=O)(=O)Nc1ccc(C(=O)NCCc2ccccc2)cc1
  -17.6	?
> CCC(c1nnnn1Cc1ccco1)N(Cc1cc2cc(OC)ccc2[nH]c1=O)C1CCCCC1 (centres undefined)
  32.2	6.6
> Cn1c(=O)c(C(=O)CN2CCCc3ccccc32)c(N)n(Cc2ccccc2)c1=O
  6.5	1.6

Following part
The line under a structure holds: HIV RNase H inh	RmlCD inh mix
> CC/C(=N\O)c1ccc(OC)c(OC)c1
  -5.8	7.2
> CCOC(=O)COc1ccc(S(=O)(=O)N2CCc3ccccc3C2)cc1
  -8.6	4.8
> Cc1c2c([n+]3n1CCC3)CC(C)(C)CC2=O
  -16.8	-0.7
> CCCCn1c(=O)c2ccccc2c2ccccc2c1=O
  -72.2	-15.8
> CCOC(=O)C1=C(C)NC(=O)NC1/C=C/c1ccccc1 (centres undefined)
  -17.3	-1.8
> COc1cc(/C=C/C(=O)c2c(O)cc(C)oc2=O)cc(OC)c1O
  ·	-8.1
> O=C(CSc1ccc2nnc(-c3cccc(F)c3)n2n1)NCc1ccco1
  6.3	7.6
> O=C(CSc1ncn[nH]1)NCCC(c1ccccc1)c1ccccc1
  ·	-16.0
> COC(=O)c1ccccc1NC(=O)c1cc(-c2cccs2)on1
  -8.3	-15.0
> COc1ccc(-c2nnc3c4ccccc4c(C)nn23)cc1S(=O)(=O)N1CCN(CCO)CC1
  -20.7	11.8

More entries
The line under a structure holds: HIV RNase H inh	RmlCD inh mix
> CCOC(=O)COc1ccc(S(=O)(=O)Nc2ccc3c(c2)OCCO3)cc1
  4.3	10.5
> O=C(NCc1ccc(OC(F)(F)F)cc1)C1CC(c2ccc(C(F)(F)F)cc2)=NO1 (centres undefined)
  ·	9.4
> N#Cc1c2n(c3c(=O)n(Cc4ccccc4Cl)cnc13)CCCCC2
  -22.4	13.5
> NS(=O)(=O)c1ccc(NC(=O)c2ccccc2Cl)cc1
  ·	2.0
> CN1CCN(Cc2cc(C(C)(C)C)c(O)c(C(C)(C)C)c2)CC1
  ·	-7.7
> COCCNC(=O)C1(C(F)(F)F)CC(CCCO)CCCO1 (centres undefined)
  ·	-1.2
> CCNC(=O)CC1SC(=Nc2cccc(Cl)c2C)N(C)C1=O (centres undefined)
  -13.6	50.9
> Cc1cccc(C)c1NC(=O)CSc1nnc(Cc2ccccc2)o1
  ·	-14.4
> O=C(c1ccc2c(c1)OCO2)[C@@H]1[C@@H]2C(=O)N(C3CCCCC3)C(=O)[C@@H]2C2c3ccccc3C=CN21 (some centres undefined)
  6.7	7.5
> CN1CCN(S(=O)(=O)c2cccc([N+](=O)[O-])c2)CC1
  ·	7.3

(listing goes on)
The line under a structure holds: HIV RNase H inh	RmlCD inh mix
> COc1ccccc1-c1n[nH]c2c1[C@H](C)CC[C@H]2C(C)C
  ·	10.2
> N#Cc1nc(COc2ccc(Cl)cc2)oc1N1CCN(Cc2ccccc2)CC1
  -0.3	3.6
> CC(C)(C)S(=O)(=O)c1ccc2nc3c(n2c1)CCCC3
  -10.9	12.1
> CC(C)n1c(=O)c2c(O)cc(=O)oc2c2ccccc21
  ·	-10.8
> COc1ccc(OC)c(Nc2nc(-c3sc(NC(=O)CC(C)C)nc3C)cs2)c1
  ·	-6.1
> O=C1NN(c2ccc(Cl)c(Cl)c2)C(=O)/C1=C/c1cccc(OC(=O)c2cccs2)c1
  ·	9.0
> CC(C)(CNS(=O)(=O)c1ccc(F)cc1)CNS(=O)(=O)c1ccc(F)cc1
  -1.6	-4.4
> O=C(/C=C/c1ccc([N+](=O)[O-])cc1)NCC1CCCO1 (centres undefined)
  ·	-10.0
> Cn1c(=O)n(Cc2ccccc2F)c2ccccc21
  -100.7	-10.3
> COc1ccc(C)cc1S(=O)(=O)N(CC(=O)NCc1ccc(Cl)cc1)Cc1ccccc1
  ·	6.6

Following part
The line under a structure holds: HIV RNase H inh	RmlCD inh mix
> Cc1cc(OCC(=O)OC(C)(C)C)c2c3c(c(=O)oc2c1)CCC3
  2.9	-68.2
> CCOc1ccc(-c2c(C)n([O-])c3c([n+]2=O)CCCC3)cc1
  ·	12.0
> CCCCC1=CC2=CC(=O)C(C)(OC(=O)CC)C(=O)C2=CN1CCCCO (centres undefined)
  ·	8.9
> CCN(CC)S(=O)(=O)c1cccc(C(=O)Nc2nc3cc4c(cc3s2)OCCO4)c1
  -0.6	-26.4
> CC(C)C[C@H]1COCCS(=O)(=O)N1Cc1cccc(C(F)(F)F)c1
  ·	9.8
> COc1ccc(CCNCc2ccncc2)cc1OC
  ·	20.8
> COC(=O)c1c(NS(=O)(=O)c2ccc3ccccc3c2)sc2c1CCCC2
  ·	5.6
> CSc1c(CC(=O)Nc2ccccc2Cl)n(Cc2ccccc2)c2ccccc12
  ·	4.3
> Cc1ccc(-c2csc(NC(=O)c3cccs3)n2)cc1
  ·	-9.8
> CCOc1ccccc1Nc1nc(N)nc(CN(C)C2CCCCC2)n1
  -7.3	3.5

Further entries follow:
The line under a structure holds: HIV RNase H inh	RmlCD inh mix
> CCOC(=O)/C(C#N)=C1\Nc2ccccc2N=C1N(CC(C)C)CC(C)C
  -1.7	7.6
> COc1ccccc1N=Cc1c(O)n(C)c(=O)n(C)c1=O
  -18.7	·
> CCc1nc(NCCCn2ccnc2)c2oc3ccccc3c2n1
  -7.0	-9.0
> Cc1ccc(C(=O)N2CCC(C(=O)NCc3cccnc3)CC2)cc1
  ·	4.0
> N/C(CC(=O)Nc1cccc(C(F)(F)F)c1)=N/O
  -4.6	-17.7
> CCCNC(=O)CS(=O)Cc1nc(-c2ccc(OC)cc2)oc1C (centres undefined)
  -1.4	-9.7
> CC(C)c1cc(C(C)C)c(S(=O)(=O)N2c3ccccc3[C@]3(Br)C[C@H]4C(=O)N[C@@H](Cc5ccccc5)C(=O)N4[C@H]23)c(C(C)C)c1
  ·	5.5
> CCC(c1nnnn1C1CCCCC1)N(Cc1ccco1)Cc1cc2ccc(OC)cc2[nH]c1=O (centres undefined)
  -8.0	-8.0
> O=C(O)[C@H]1C[C@@H]1[C@H](NP(=O)(c1ccccc1)c1ccccc1)c1ccccc1
  ·	-9.8
> Cc1ccc(CNC(=O)C2CC(c3cc(C(F)(F)F)cc(C(F)(F)F)c3)=NO2)o1 (centres undefined)
  ·	-10.0

Given tab-delimited: part of the list above.
mol	HIV RNase H inh	RmlCD inh mix
CCOC(=O)/C(C#N)=C1\Nc2ccccc2N=C1N(CC(C)C)CC(C)C	-1.7	7.6
COc1ccccc1N=Cc1c(O)n(C)c(=O)n(C)c1=O	-18.7	·

The list continues:
The line under a structure holds: HIV RNase H inh	RmlCD inh mix
> CCOCCOC(=O)C1=C(C)Nc2ccc(C)cc2S1
  -10.1	11.3
> O=C(c1ccco1)N(Cc1cc2ccccc2[nH]c1=O)C1CCCCC1
  0.2	7.4
> CC1=C(C(=O)Nc2cccc(C)n2)C(c2ccc3c(c2)OCO3)C2=C(CC(c3ccco3)CC2=O)N1 (centres undefined)
  -0.9	-66.1
> CCOC(=O)N1CCC(NC(=O)c2csc3c2CCCC3)CC1
  -3.0	8.6
> O=C(NCc1ccco1)c1noc2c1CCCCC2
  -31.1	8.2
> Cn1nnnc1SCC(=O)NC(=O)NCc1ccccc1
  -7.8	11.9
> O=C(CCn1c(=O)c2ccccc2n(CC(=O)NCCC2=CCCCC2)c1=O)NCc1ccco1
  -5.0	7.4
> CC(C)c1nc(-c2ccccc2)c(-c2ccccc2)[nH]1
  ·	8.4
> Cc1cc(C)cc(Nc2cc(=O)n(C3CCCCC3)c(=O)[nH]2)c1
  -3.3	-9.6
> Cn1c(N)c(C(=O)COC(=O)c2ccnc3ccccc23)c(=O)n(C)c1=O
  ·	-13.0

3 structures out of the list, ordered by molar mass, falling.
The line under a structure holds: HIV RNase H inh	RmlCD inh mix
> Cn1c(N)c(C(=O)COC(=O)c2ccnc3ccccc23)c(=O)n(C)c1=O
  ·	-13.0
> O=C(c1ccco1)N(Cc1cc2ccccc2[nH]c1=O)C1CCCCC1
  0.2	7.4
> Cc1ccc(C(=O)Nc2ccc3nc(C)sc3c2)s1
  ·	17.8

New compounds follow.
The line under a structure holds: HIV RNase H inh	RmlCD inh mix
> COc1cc(O)c(C(CC(=O)N2CCN(c3ccccc3)CC2)c2ccc(N(C)C)cc2)c(OC)c1 (centres undefined)
  ·	9.1
> c1ccc(-n2ncc3c(NCC4CCCO4)ncnc32)cc1 (centres undefined)
  -3.5	-17.1
> CC(=O)Nc1cc(NC(C)=O)c(CC(C)C)s1
  -3.8	8.0
> CCOC(=O)Nc1sc(C)nc1-c1ccccc1
  -0.5	36.5
> COc1ccc(NC(=O)CCOc2ccccc2)cc1
  ·	13.3
> O=C(OC1CSc2nc3ccccc3n2C1)c1ccco1 (centres undefined)
  -1.4	5.3
> CCN(Cc1ccccc1)S(=O)(=O)c1ccc(S(=O)(=O)N2CCN(CCC#N)CC2)cc1
  -11.2	-21.2
> COc1ccccc1NC(=O)Nc1ccc2c(c1)OCCO2
  3.8	-23.8
